# Growth percent in the NCI-60 one-dose screen (48 h, 10 µM unless noted): 100 = growth as untreated, 0 = no growth, -100 = all killed.
# MCF7: MCF7 breast cancer; hit rate 6.3% among 82,000; AID 1794796
# MDA-MB-468: MDA-MB-468 breast cancer; hit rate 8.5% among 78,000
# SK-MEL-28: SK-MEL-28 melanoma; AID 1794761; hit rate 4.1% among 81,000
# T-47D: T-47D breast cancer | hit rate 5% among 79,000 | AID 1794792
# LOX IMVI: LOX IMVI melanoma; hit rate 7.4% among 79,000; AID 1794757
# HS 578T: HS 578T breast cancer | hit rate 4.1% among 78,000 | AID 1794788
# BT-549: BT-549 breast cancer. hit rate 4.4% among 78,000
# MDA-MB-231: MDA-MB-231 breast cancer. hit rate 5% among 81,000. AID 1794789
# The depositor's hits bear a star; x = not tested or not shown; & = joins results of further samples. Rule for the calls: active = growth percent below 10; inactive = the rest.
# Start of the data: the first 3 entries (preview)
SMILES,MCF7,MDA-MB-468,SK-MEL-28,T-47D,LOX IMVI,HS 578T,BT-549,MDA-MB-231
O=C1/C=C/[C@@H](O)[C@@H]2C[C@@H](O)C[C@H]2/C=C/CCC[C@H](CCOCc2ccccc2)O1,-10*,-42*,-3.0*,16,-60*,24,7.2*,-71*
O=C(NCc1csnn1)c1ccccc1,103,88,110,96,100,97,102,100
CCCC1N[C@H](C(=O)O)CS1 (stereo partly drawn),90,102,96,102,100,99,97,104

# All compounds of this part, repeating the preview:
SMILES,MCF7,MDA-MB-468,SK-MEL-28,T-47D,LOX IMVI,HS 578T,BT-549,MDA-MB-231
O=C1/C=C/[C@@H](O)[C@@H]2C[C@@H](O)C[C@H]2/C=C/CCC[C@H](CCOCc2ccccc2)O1,-10*,-42*,-3.0*,16,-60*,24,7.2*,-71*
O=C(NCc1csnn1)c1ccccc1,103,88,110,96,100,97,102,100
CCCC1N[C@H](C(=O)O)CS1 (stereo partly drawn),90,102,96,102,100,99,97,104
COc1cc(OC)cc(-c2n/c(=C\c3c(O)[nH]c4cc(Cl)ccc34)cc3c2=Nc2ccccc2-3)c1,77,98,120,86,88,100,92,84
Cc1c(OCC(F)(F)F)ccnc1CNc1ccc(C2=CC(c3ccc(Cl)cc3)N=C(N)N2)cc1 (stereo not drawn),82,91,97,95,105,106,85,107
O=C(O)c1cc(-c2ccccc2)c2sc(=O)[nH]c2n1,89,108,106,88,100,96,104,118
O=[N+]([O-])c1ccc(Cl)cc1P(=O)(O)c1cc(Cl)ccc1[N+](=O)[O-],104,100,104,98,90,105,101,102
COc1ccc(C(=O)c2c(N)c(C#N)cn2Cc2ccc(Cl)cc2Cl)cc1,87,73,92,83,91,88,132,92
C=CC[P+](c1ccccc1)(c1ccccc1)c1ccccc1,27,11,72,17,66,79,48,68
COc1cc2nc3cc([N+](=O)[O-])ccc3c(NCCCNCCO)c2cc1OC,-29*,-49*,-53*,-30*,-64*,-16*,-73*,-54*
Cc1cccc(C)c1NCc1nnc(-c2ccc(O)cc2)o1,91,96,102,91,97,-4.3*,97,103
CC1CCC(=NNC(=O)Cc2ccccc2Nc2c(Cl)cccc2Cl)CC1 (stereo not drawn),109,112,113,87,97,124,83,97
O=C(CCCCC(=O)N=C(c1ccccc1)c1ccccc1)N=C(c1ccccc1)c1ccccc1,107,x,107,106,96,x,105,116
O=C(Nc1ccccc1)Nc1ncnc2c1ncn2-c1ccccc1Cl,94,100,108,94,104,95,94,97
Cc1[nH]c(-c2nc3ccccc3[nH]2)c(C)c1C(=O)N1CCCC1,84,92,102,97,93,84,98,92
COc1cc2c3c(c1OC)-c1ccccc1CC3OCC2 (stereo not drawn),74,87,112,75,87,81,113,93
Cc1cc(C)cc(-n2nnc3ccccc3c2=O)c1,96,114,119,113,98,100,92,100
O=C(O)CCc1ccccc1,105,111,116,101,106,118,x,127
ClC1=C(Cl)C(Cl)=C(Cl)C1=Cc1ccc(Cl)cc1Cl,4.3*,-75*,-29*,-0.1*,-95*,12,-26*,-11*
CCCCCCCSc1ncnc2[nH]ncc12,82,69,106,52,66,x,88,84
CCS/C(Nc1ccccc1)=C(\C#N)C(=O)Nc1ccc(C)cc1,92,103,109,72,99,99,103,99
CC(=O)c1ccc(NC(=O)CSc2nnc3n(Cc4ccccc4)c(=O)c4c(C)c(C(N)=O)sc4n23)cc1,102,122,110,101,104,110,83,94
CC1(C)CC[C@]2(C(=O)N3CCCN(CC#N)CC3)CC[C@]3(C)C(=CC[C@@H]4[C@@]5(C)CC[C@H](O)C(C)(C)[C@@H]5CC[C@]43C)[C@H]2C1,5.7*,41,72,52,-84*,79,61,56
CN(C)c1ccc2c(c1)OC(N)=C(C#N)C2c1ccc2c(c1)CCCN2C (stereo not drawn),18,21,62,45,42,20,49,39
O=C(Nc1cccc2c1[nH]c(=O)c1ccccc12)C(F)(F)F,80,54,101,84,83,100,110,79

# 2 of the compounds above, as labelled records.
COc1ccc(C(=O)c2c(N)c(C#N)cn2Cc2ccc(Cl)cc2Cl)cc1
  MCF7 = 87; MDA-MB-468 = 73; SK-MEL-28 = 92; T-47D = 83; LOX IMVI = 91; HS 578T = 88; BT-549 = 132; MDA-MB-231 = 92

C=CC[P+](c1ccccc1)(c1ccccc1)c1ccccc1
  MCF7 = 27; MDA-MB-468 = 11; SK-MEL-28 = 72; T-47D = 17; LOX IMVI = 66; HS 578T = 79; BT-549 = 48; MDA-MB-231 = 68

# Next section
SMILES,MCF7,MDA-MB-468,SK-MEL-28,T-47D,LOX IMVI,HS 578T,BT-549,MDA-MB-231
Nc1nccc(SCc2ccccc2)n1,112,101,114,100,96,109,99,96
N/C(=N\C(N)=N\c1nc2ccccc2s1)c1cccc(Cl)c1,70,110,104,47,44,97,81,74
O=C(CC(O)c1ccccc1)Nc1ccccn1 (stereo not drawn),103,119,103,94,98,106,x,104
Cc1ccc(S(=O)(=O)NNC(=O)c2ccccc2N)cc1,103,120,106,89,94,118,93,84
CCOC(=O)c1c(Cl)c2c(n1C)-c1oncc1CCC2,94,106,108,90,93,74,105,81
Cc1cc(NC(=O)c2cccc(C(F)(F)F)c2)ccc1-n1ccc2c(NC(=O)c3ccccc3)nccc21,103,111,104,79,101,x,89,95
CC(=O)NCCOc1ccc([N+](=O)[O-])cc1Cl,114,89,114,101,113,104,117,109
CCCCCCCCCC(C)NC(=O)CCl (stereo not drawn),86,95,95,83,48,102,89,93
O=C(O)c1cccnc1Br,97,102,112,85,97,110,110,107
CCOC(=O)c1c2c(n(-c3ccccc3)c1-c1ccccc1)C=CC(C(C)(C)C)C2 (stereo not drawn),82,103,105,78,91,96,110,98
Cc1nn(-c2ccccc2)c2nc3c(c(-c4ccc(Cl)cc4)c12)CNC1(N3)C(=O)N(C)c2ccc(Cl)cc21 (stereo not drawn),88,102,107,71,93,85,104,106
O=C(O)c1cc(-c2ccccc2)nc2ccc3ccccc3c12,92,106,108,91,88,96,93,99
O=C(CSCC(=O)N/N=C/c1ccccc1O)N/N=C\c1ccccc1O,19,16,40,35,12,x,1.1*,43
O=S1(=O)CCN(C2CCCCCCCCCCC2)CC1,95,67,105,82,93,90,88,99
O=C(/C=C/c1cccc2ccccc12)CC(=O)/C=C/c1cccc2ccccc12,122,118,119,99,101,110,x,102
c1ccc2c(OCCCN3CCOCC3)c3oc4ccccc4c3nc2c1,28,52,93,76,16,69,94,46
O=C(/C(=N/OCc1ccccc1)c1ccccc1)c1ccccc1,98,86,102,x,99,92,94,x
N#Cc1ccc(OC(=O)Nc2ccc(Cl)c(Cl)c2)cc1,45,43,94,28,x,103,93,93
O=C1c2ccncc2/C(=C/c2ccccc2)N1Cc1ccccc1,114,91,110,77,97,94,x,88
CC(NC(=O)C1CCCN1C(=O)OC(C)(C)C)C(=O)OCc1ccccc1 (stereo not drawn),95,88,104,98,101,99,101,83
O=C1/C(=C\c2cn(-c3ccccc3)nc2-c2ccc(-c3cccs3)cc2)CCc2ccccc21,38,36,69,66,57,82,70,67
CC/C(=N\NC(N)=O)C(OC)OC,102,93,121,117,103,x,141,107
CC(C)(C)C(=O)/C=C/c1ccc(-c2ccccc2)cc1,80,83,108,61,88,104,92,103
C[C@H]1C[C@H]2[C@@H]3CC[C@](O)(C(=O)CO)[C@@]3(C)C[C@H](O)[C@]2(F)[C@@]2(C)C=CC(=O)C=C12,95,111,104,78,98,114,50,116
S=c1nc(-c2ccccc2)oc(=NC2CCCCC2)n1C1CCCCC1,13,-42*,107,35,30,43,82,82

# Single records (already shown). Screens in order: MCF7 | MDA-MB-468 | SK-MEL-28 | T-47D | LOX IMVI | HS 578T | BT-549 | MDA-MB-231
# Listed for `CC1(C)CC[C@]2(C(=O)N3CCCN(CC#N)CC3)CC[C@]3(C)C(=CC[C@@H]4[C@@]5(C)CC[C@H](O)C(C)(C)[C@@H]5CC[C@]43C)[C@H]2C1` = 5.7* | 41 | 72 | 52 | -84* | 79 | 61 | 56
# Listed for `N#Cc1ccc(OC(=O)Nc2ccc(Cl)c(Cl)c2)cc1` = 45 | 43 | 94 | 28 | x | 103 | 93 | 93

# New compounds follow:
SMILES,MCF7,MDA-MB-468,SK-MEL-28,T-47D,LOX IMVI,HS 578T,BT-549,MDA-MB-231
O=C(O)C(O)[C@H](O)[C@H](O)[C@H](O)[C@H](O)CO (stereo partly drawn),110,105,107,110,89,108,92,91
CSc1ccc(/C=C2\C=C(CC(=O)NCc3ccc(C(=O)c4ccccc4)cc3)c3cc(F)ccc32)cc1,-2.9*,x,18,32,5.7*,2.7*,26,-7.5*
Cc1nc2ccccc2c(C(=O)O)c1O,103,100,122,91,96,88,x,101
Cc1nc(N)[nH]c(=O)c1CCO,100,113,120,98,101,111,127,100
O=C(Cc1ccccc1)NNc1nc(N2CCN(C3CCCCC3)CC2)nc(N2CCN(C(c3ccccc3)c3ccccc3)CC2)n1,91,96,107,83,89,102,108,98
CC12CCC(C)(O1)C1C(=O)N(c3nccs3)C(=O)C12 (stereo not drawn),98&95,103&103,110&104,101&112,100&100,112&120,96&109,117&89
CCOC(=O)c1[nH]c(C)c2c1CCc1cnc(N)nc1-2,85,93,116,96,102,102,98,96
CC(C)c1ccc2c(N)c(C(=O)Nc3ccc(C(F)(F)F)cc3)sc2n1,51,22,99,39,73,83,54,86
O=C(Cc1ccc(F)c(Cl)c1)Nc1cc(C2(C(F)(F)F)CC2)nn1CC(F)(F)F,91,96,106,98,107,91,109,105
O=C(O)CN1C(=O)C(=Cc2cn(CC(=O)O)c3ccccc23)C(=O)N(CC(=O)O)C1=O,101,88,106,105,91,111,92,99
Cc1ccc(C)c2c1sc1nncn12,84,96,101,81,97,101,107,79
COc1ccc2c(c1)O/C(=C\c1ncc([N+](=O)[O-])n1C)C2=O,1.9*,-7.9*,-32*,77,-29*,-21*,-37*,-10*
CNC(=O)NCC1OC(n2cnc3c(NC(=O)Nc4ccccc4)ncnc32)C(O[Si](C)(C)C(C)(C)C)C1O[Si](C)(C)C(C)(C)C (stereo not drawn),0.3*,36,60,14,13,61,40,38
Cc1cc(-c2ccccc2)n(Cc2nnc(SCC(=O)Nc3ccc(S(N)(=O)=O)cc3)o2)n1,79,83,101,86,96,98,115,91
O=C1NC(=NC23CC4CC(CC(C4)C2)C3)N/C1=C\c1ccc2ncoc2c1,1.4*,-60*,-19*,-0.6*,0.4*,-0.7*,-21*,-2.0*
O=C(CCn1c[n+](CC(=O)c2ccc(C(F)(F)F)cc2)c2ccccc21)Nc1cccc2cccnc12,75,62,91,86,89,86,86,81
O=C(c1cc(-c2ccc(F)cc2)c2sc(=O)[nH]c2n1)N1CCOCC1,88,111,102,89,97,93,93,104
CCCCCC(=O)OC1CCCCC1C(C)C (stereo not drawn),96,100,111,104,102,101,108,111
CC(C)(O)c1cncc(-c2ccc3ncnc(N4CCc5cc(F)c(Cl)cc54)c3c2)c1,11,-36*,25,4.6*,12,-8.5*,-7.3*,30
COc1ccc(C(=O)/C=C/c2ccccc2)cc1,46,86,111,80,x,x,87,114
COc1ccc(C(=O)CSc2nccc(N3CCOCC3)n2)cc1,88,99,96,86,101,94,91,105
C=CC(=O)NC1c2ccccc2Oc2ccccc21,94,107,102,79,89,99,91,94
Cc1c(N(C)CS(=O)(=O)O)c(=O)n(-c2ccccc2)n1C,x,106,108,107,104,125,97,107
CS(=O)(=O)c1nccc(-c2c(-c3cccc(OCc4ccc(F)cc4)c3)nc3occn23)n1,71,86,95,85,77,86,121,86
Cc1nc2ccc(Nc3nc(NCCO)nc(N4CCOCC4)n3)cc2n1Cc1ccccc1,89,86,99,91,100,95,90,87

# Pulled one by one from the entries so far, five records:
SMILES,MCF7,MDA-MB-468,SK-MEL-28,T-47D,LOX IMVI,HS 578T,BT-549,MDA-MB-231
O=C(O)CN1C(=O)C(=Cc2cn(CC(=O)O)c3ccccc23)C(=O)N(CC(=O)O)C1=O,101,88,106,105,91,111,92,99
COc1ccc2c(c1)O/C(=C\c1ncc([N+](=O)[O-])n1C)C2=O,1.9*,-7.9*,-32*,77,-29*,-21*,-37*,-10*
Cc1nc(N)[nH]c(=O)c1CCO,100,113,120,98,101,111,127,100
COc1ccc(C(=O)/C=C/c2ccccc2)cc1,46,86,111,80,x,x,87,114
Cc1cc(-c2ccccc2)n(Cc2nnc(SCC(=O)Nc3ccc(S(N)(=O)=O)cc3)o2)n1,79,83,101,86,96,98,115,91

# Screening data from PubChem BioAssay.
